Assay outcomes as filed in PubChem BioAssay.
Nrf2 activator: activates Nrf2 signaling | Potency, µM (series often up to 46.1 µM), without a hit: at the top dose activation, most hits filed as activators | 0.31% of 410,000 active | AREc32 ARE-luciferase reporter (MCF7-derived line), luminescence, 24 h; further: potency means the concentration at half of the fitted maximal effect; % of control where 0% means no effect; nearly all actives have a fitted effect of over 65% in size
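Reporter line AREc32 (ARE-Fluc), seeded overnight in OPTI-MEM with 5% FBS; compound pin-transferred, 24 hr at 37 deg C, 5% CO2; luminescent read-out.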
CCT modulator: modulators of cytosolic chaperonin (CCT/TRiC) activity; 0.3% of 360,000 active; activity change, % (no concentration beside the values), hits read low; purified chaperonin ATPase assay, HTRF ADP detection, 30 min; in the data active means activity change below about -30%; further: on the % scale 0 is the no-effect control and ±100 the full control effect
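First, chaperonin was dispensed at 40 nM or 20 nM final depending on batch activity. Next, compounds were pinned at 76 uM and ATP added at 10 uM. After 30 min at 37 °C, ADP detection reagents ran 30 min at ambient temperature.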
Mm-Cpn inhibitor: inhibitors of Methanococcus maripaludis chaperonin (MmCpn) | purified Mm-Cpn ATPase, ADP Transcreener TR-FRET | Potency, µM (doses to about 76.9 µM), inactives show top-dose activity, negative = inhibition, most hits filed as inhibitors | 0.031% of 330,000 active | AID 504842; further: potency means the concentration at half of the fitted maximal effect; on the % scale 0 is the no-effect control and ±100 the full control effect; nearly all actives have a fitted effect of over 80% in size
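ATP (10 uM final) was added to archaeal chaperonin (25 nM final) after 10 min exposure to test compound at 37°C; after 30 min further incubation, ADP was detected by competitive TR-FRET.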
HepG2 viability: counter-screen for TGF-b inhibitors: cytotoxicity in HepG2 cells; HepG2 CAGA-GFP viability, ATP luminescence, 18 h; Potency, µM (top dose mostly 46.1 µM), for the others: top-dose activity change, negative = cytotoxicity, hits mostly cytotoxic; 0.76% of 410,000 active; further: potency means the concentration at half of the fitted maximal effect; some results filed as inactive show a strong effect at the top dose
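HepG2 CAGA-GFP cells (1000/well, DMEM with 1% FBS) received compound, then TGF-beta at 500 pg/mL final, and were incubated 18 hours at 37 degrees C. Viability was read by CellTiter-Glo luminescence. Media-only wells were set as complete cell-killing and DMSO as no toxicity.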
A549 tox: counter-screen for Nrf2 inhibitors: cytotoxicity in A549 cells; A549 ARE-Fluc cells, CellTiter-Fluor viability, 18-24 h; AID 504648; 0.16% of 390,000 active; Potency, µM (titrated, usually from 46 µM), inactives show at the top dose activity change, negative = cytotoxicity, usual class: inhibitors; further: potency means the concentration at half of the fitted maximal effect; on the % scale 0 is the no-effect control and ±100 the full control effect
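A549 ARE_Fluc cells in 5% FBS OPTI-MEM were exposed to compounds in concentration-response for 18-24 h at 37 deg C. Viability was read by CellTiter-Fluor fluorescence (Ex 405/Em 525) after 30 min, before the luciferase read.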
pAkt inh: inhibitors of Akt phosphorylation. 0.32% of 360,000 active. AID 651550. Neuro2A IGF-stimulated pAkt S473 HTRF, 20 min; active compounds read low. activity change, % for hits at 50 µM; in the data active means activity change below about -80%; inconclusive means mostly about -51% to -80%; further: on the % scale 0 is the no-effect control and ±100 the full control effect
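Neuro2A cells in DMEM with 0.5% FBS, overnight at 37 deg C, given compound at single 50 µM final, then IGF (6 nM final) for 20 min at 37 deg C. Lysed; phospho-Akt Ser473 by HTRF after 24 h, 665/615 ratio.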
Nrf2 inh: blocks Nrf2 signaling. AID 504444. A549 ARE-Fluc reporter, luciferase luminescence, 18-24 h. Potency, µM (highest dose often 46 µM), without a hit: at the highest dose activity change, negative = inhibition, usual class: inhibitors. 2.1% of 360,000 active; further: potency means the concentration at half of the fitted maximal effect; on the % scale 0 is the no-effect control and ±100 the full control effect; nearly all actives have a fitted effect of over 60% in size
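Nrf2 function is reported as luminescence of an ARE-controlled luciferase in A549 cells. Compounds were tested at several concentrations, and a CellTiter-Fluor read on the same wells flagged cytotoxicity.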
TGFb SMAD3 inh: TGF-b pathway inhibition; HepG2 CAGA-GFP TGF-b/SMAD3 reporter, GFP fluorescence, 18 h; TGF-beta stimulated, 500 pg/mL final; Potency, µM (series often up to 46.1 µM), for inactives: top-dose activity, negative = inhibition, hits mostly inhibitors; 1.2% of 410,000 active; AID 588855; further: potency means the concentration at half of the fitted maximal effect; on the % scale 0 is the no-effect control and ±100 the full control effect; nearly all actives have a fitted effect of over 65% in size
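Per well, imaged GFP fluorescence of HEPG2 CAGA-GFP cells gives the signal; cells get compound, then TGF-beta (500 pg/mL final), 18 h at 37 degrees C; %Activity versus -TGF-beta and +DMSO controls.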
ATXN viability: reduces viability in counter-screen for ATXN expression inhibitors; 0.49% of 400,000 active; Potency, µM (series often up to 56.7 µM), actives largely listed as cytotoxic; S2 cells (HEK-293 line with an ATXN2-luciferase reporter) viability, CellTiter-Fluor protease fluorescence, 24 h; further: potency means the concentration at half of the fitted maximal effect; nearly all actives have a fitted effect of over 40% in size
The depositor's hits bear a star; i = inactive; ? = inconclusive; . = not tested or not shown; [ ] = dose if it differs, or a comment. Unless noted, the call rests on the fitted dose curve; in most records, active means well fitted curve in the direction sought with a large enough effect; inconclusive means small, poorly fitted or top-dose-only effect, or another doubt; inactive means no such curve, though single readings can be large; an effect the other way counts as inactive or inconclusive.

SMILES | Nrf2 activator | CCT modulator | Mm-Cpn inhibitor | HepG2 viability | A549 tox | pAkt inh | Nrf2 inh | TGFb SMAD3 inh | ATXN viability
COc1ccc(CN2C(=O)c3cccnc3C2=O)cc1S(=O)(=O)N1CCOc2ccc(Cl)cc21 | -0.5% | 1.4 | -2.0% | 8.6% | 2.2% | i | -16.1% | 14.3% | i
CCCCc1c(-c2ccccc2OC)ncn1CCc1ccccc1 | -0.3% | -4.1 | . | . | . | i | . | . | ?
Cc1sc(NC(=O)CN2CCCC2)nc1-c1ccc2c(c1)CCN2C(=O)c1ccc(F)cc1 | 7.7% | 0.1 | -7.5% | -1.0% | -4.1% | i | -14.8% | -11.1% | i
O=C(O)c1ccc(N2C(=O)CC(N3C(=O)/C(=C/c4ccc(Cl)cc4)SC3=S)C2=O)cc1 (configuration not stated) | -0.2% | -1.7 | 0.6% | -12.1% | -2.9% | i | 0.0% | -9.8% | i
Cc1cc(C)c(OCC(=O)Nc2nnc(C3CC3)s2)c(C)c1 | 0.0% | -5.7 | 1.3% | 12.0% | 12.9% | i | ? | 12.8% | i
Cn1c(SCC(N)=O)nnc1-c1ccc(S(=O)(=O)N2CCCC2)cc1 | -0.4% | -1.1 | 0.4% | -2.7% | 2.3% | i | 2.5% | -19.7% | i
COc1ccc(C(CCN)c2ccc3c(c2)OCO3)cc1 (configuration not stated) | -0.9% | -0.2 | 1.7% | -17.3% | 2.1% | i | -0.4% | -3.9% | i
CC1CCN(C(=O)N[C@@H](Cc2ccccc2)C(=O)O)CC1 | -0.4% | -1.7 | -0.2% | -26.4% | -3.2% | i | -12.4% | -4.6% | i
CC(=O)NC1(NC(C)=O)CCN(C)CC1 | -0.5% | 0.9 | -10.7% | -0.4% | -2.8% | i | -6.4% | -2.2% | i
O=C(NCC(c1ccc2c(c1)OCO2)N1CCN(c2ccccc2)CC1)C(=O)Nc1ccccc1 (configuration not stated) | -0.7% | . | . | -10.5% | 2.3% | . | . | -22.7% | i
CCC(C)(C)n1nnnc1C(C(C)C)N(CCCO)Cc1cc2cc(C)ccc2[nH]c1=O (configuration not stated) | 4.1% | 0.9 | -3.6% | 6.5% | -6.0% | i | . | -6.6% | i
COC(=O)c1ccc(CO/N=C2\CCCc3nonc32)cc1 | 3.5% | -6.0 | 2.6% | -4.3% | -15.2% | i | -4.1% | 13.8% | ?
C/C(=N\NC(=O)c1ccn(C)n1)c1cccc(NC(=O)c2ccncc2)c1 | 5.1% | -2.2 | 1.4% | 9.5% | -1.5% | i | -4.2% | 18.7% | i
Cc1ccc(N2C(=O)N(CC(=O)Nc3ccc(C)cc3Cl)C(=O)C2C)cc1 (configuration not stated) | 0.1% | 1.0 | 2.1% | -0.4% | -6.8% | i | 0.3% | -29.4% | i
COc1cccc(C2C(C(=O)Nc3ccccc3)=C(C)Nc3nc(-c4ccccc4)nn32)c1OC (configuration not stated) | -1.1% | . | . | -16.9% | -25.1% | . | 18.4µM* | ? | ?
Cc1cc(C)c(NC(=O)CN2CCOCCOCCOCCOCC2)c(C)c1 | 0.4% | -3.2 | . | 12.5% | 1.3% | i | 3.6% | 4.4% | i
CCC(=O)c1ccc(OCC(=O)OCC(=O)N2CCCc3ccccc32)cc1 | -0.7% | -2.3 | -3.6% | -2.2% | 1.0% | i | 6.9% | -7.5% | i
COc1cc(OC)cc(C(=O)Nc2ccc(C(=O)NCC3CCCO3)cc2)c1 (configuration not stated) | -0.7% | 2.2 | 0.9% | -8.9% | -1.3% | i | -27.0% | 27.2% | i
Cc1occc1C(=O)NNC(=O)C1CCCC1 | 0.0% | -8.5 | -1.7% | 27.6% | 0.6% | i | -1.5% | 1.7% | i
Cc1csc(NC(=O)c2ccc(N3CCCC3=O)cc2)n1 | -4.0% | -2.2 | 0.7% | -38.1% | 3.9% | i | ? | 1.2% | i
O=C(CNC(=O)c1ccc(Cl)cc1)c1ccc(Br)cc1 | 4.2% | 0.9 | -5.9% | 8.1% | 0.4% | i | 4.7% | 33.9%[activator] | i
COc1cccc(NC(=S)N2CCN(C)CC2)c1 | 1.9% | -0.7 | 3.0% | -1.1% | 8.0% | i | 9.5% | 5.6% | i
CCCNc1c(NS(=O)(=O)c2ccc(C)cc2C)c(=O)oc2ccccc12 | -0.2% | 1.3 | 0.4% | 4.5% | -9.6% | i | -4.3% | ? | i
CCCn1cc(S(=O)(=O)c2cc(C)ccc2C)c(=O)c2cc(F)c(N3CCOCC3)cc21 | -0.1% | . | . | -8.6% | -23.0% | . | -7.1% | ? | .
CCOC(=O)CNS(=O)(=O)c1ccc2c3c(cccc13)C(=O)N2CC | 2.1% | -1.3 | -2.5% | -8.2% | 2.3% | i | 1.9% | -3.5% | .
CC(=O)CSc1cc(-c2ccccc2)nc2ncnn12 | ? | 0.5 | 0.3% | -3.3% | -11.1% | i | -4.3% | -10.6% | i
Fc1ccc(N/N=C/c2ccncc2)c(F)c1 | 10.1% | -1.3 | 0.6% | -24.9% | -2.6% | i | 18.0% | -0.4% | i
O=C(C1CCC(CNS(=O)(=O)c2cccs2)CC1)N1CCN(c2ccc(F)cc2)CC1 (configuration not stated) | 6.0% | -0.5 | -1.6% | -10.7% | -0.6% | i | ? | 2.3% | i
COC(=O)[C@H](Cc1ccccc1)NC(=O)CC[C@H]1O[C@@H](n2ccc(=O)[nH]c2=O)[C@H](O)[C@@H]1O | -0.8% | 0.8 | . | -4.0% | . | i | . | -0.7% | i
N#Cc1ccccc1CSc1ccccn1 | 0.5% | 1.8 | 0.6% | 5.1% | 7.9% | i | -2.4% | -1.7% | i
Cc1ccc(S(=O)(=O)NCCNC(=O)c2cc(OCC(F)(F)F)ccc2OCC(F)(F)F)cc1 | -0.7% | 7.0 | -2.3% | 1.0% | -3.5% | i | 10.0% | 0.0% | i
CC[C@@H]1C/C=C\Cc2ccccc2[C@@H](C(=O)C[C@H](O)CC(C)=O)OC1=O | -0.1% | -1.1 | -1.4% | 1.8% | -2.5% | i | 17.5% | 1.7% | i
CCCCCCn1c(SCC(=O)NC2CCS(=O)(=O)C2)nc2ccccc2c1=O (configuration not stated) | 2.0% | 0.7 | . | -4.3% | . | i | . | -11.2% | i
N#Cc1ccc(OCC(=O)OCC(=O)Nc2cc(C(F)(F)F)ccc2N2CCOCC2)cc1 | -0.6% | 0.0 | 0.7% | -14.8% | 1.2% | i | -3.2% | -0.8% | i
COc1ccc(/C=C/C(=O)NC(=S)NNC(=O)c2cnccn2)cc1 | 0.6% | 1.2 | 4.2% | 7.6% | ? | i | ? | -5.5% | ?
Cc1cc(C)n(CC(=O)c2cccc(N)c2)n1 | 2.7% | 1.2 | 1.3% | -13.0% | 0.1% | i | 10.1% | 5.6% | i
COCCCNC(=O)C(F)(F)C(F)(F)C(=O)NCCCOC | -1.5% | 1.3 | -1.0% | -8.1% | -1.3% | i | 6.5% | 2.3% | i
CCOC(=O)CNC(=O)C1c2cc(OC)c(OC)cc2C(=O)N(C)C1c1ccccc1F (configuration not stated) | 0.4% | 1.4 | 1.8% | -10.1% | -22.4% | i | 7.0% | -0.4% | i
Cc1ccc2nc(-c3ccc(NC(=O)C(C)N4C(=O)c5ccccc5C4=O)cc3)sc2c1 (configuration not stated) | 0.4% | -1.3 | -2.5% | 1.5% | -0.3% | i | ? | -2.4% | i
CC(C)Oc1ccc(CNC(=O)CCC(=O)N2CCSc3ccccc32)cc1 | 0.0% | -0.5 | -0.2% | -26.5% | 3.8% | i | 6.2% | ? | i
CCOC(=O)c1c(NC(=O)c2ccccc2C)sc2c1CC(C)(C)OC2 | 2.5% | -0.1 | -0.3% | -1.5% | 8.9% | i | . | 5.3% | i
COC(=O)c1ccc(COc2ncnc3ccccc23)o1 | -0.7% | 2.5 | 0.2% | 3.2% | 3.9% | i | 8.3% | -4.9% | i
COc1ccc(C2=NOC(C(=O)NCc3ccccc3)C2)cc1 (configuration not stated) | 0.3% | -3.9 | -0.3% | 1.6% | -18.8% | . | . | ? | i
O=C(Nn1c(SCc2ccccc2F)nc2ccsc2c1=O)c1ccccc1 | 5.5% | -3.1 | -4.3% | 1.2% | -8.1% | i | 7.8% | -10.0% | i
C[C@H]1COc2cc(N3CCSCC3)ccc2S(=O)(=O)N1 | 0.6% | 0.3 | . | . | . | i | . | . | i
CCC(=O)c1cn(CC(=O)NCc2cccnc2)c2ccccc12 | -0.4% | -6.6 | 1.0% | 6.7% | 3.4% | i | 4.3% | 6.1% | i
CCOC(=O)c1sc(NC(=O)c2ccc(OC(C)=O)cc2)nc1C | -0.5% | 2.0 | -2.7% | -75.1% | 0.0% | i | ? | 0.3% | i
CCOC(=O)/C(C#N)=C\c1cccnc1 | 0.0% | 0.6 | 0.4% | -23.4% | -6.0% | i | ? | 13.7% | i
O=C(c1ccc2c(c1)OCCO2)N(Cc1cccnc1)c1nc2c(F)cccc2s1 | -1.0% | . | . | -23.5% | -15.7% | . | . | ? | .
Cc1nc(C(=O)N2CCCC(C(=O)c3ccc(Cl)cc3)C2)cs1 (configuration not stated) | -0.2% | -2.6 | 0.0% | -14.0% | -3.0% | i | -23.7% | -14.5% | i
COc1ccc(C(CNC(=O)c2cccc(S(=O)(=O)Nc3ccccc3OC)c2)N2CCCCC2)cc1 (configuration not stated) | 0.3% | 2.7 | . | -23.3% | ? | i | 9.8% | 15.8% | ?
CCCCNC(=O)/C=C/c1ccc(OC)c(Br)c1 | -0.2% | -1.6 | 0.1% | -3.1% | -3.8% | i | ? | 22.1% | i
COC(=O)c1ccc(C(=O)OC)c(NC(=S)N2CCC(N3CCCCC3)CC2)c1 | 0.2% | -2.9 | 0.9% | -36.1% | -3.0% | i | 14.2% | 1.0% | i
